Bioassay records: PubChem, several laboratories
MEX-5 binding = MEX-5 zinc finger RNA-binding disruptors – biochemical, C. elegans, fluorescence polarization, MLPCN library, primary screen | MEX-5/FITC-TCR2 RNA binding; stronger effect = lower value | activity score (negative = inhibition of binding), % at 10 µM | 300,000 tested, 0.38% active | Zinc finger protein mex-5 (Caenorhabditis elegans), Q9XUB2;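 active = inhibition past about -25% in most replicates, and total fluorescence under double the plate's negative control median, limit read from the data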;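 note: 0% = DMSO and -100% = 5 µM competing unlabeled TCR2 RNA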
BCLXL inh = inhibitors of human Bcl-xL, primary screen, biochemical, fluorescence polarization, HTS | inhibition, % at 10.9 µM | GST-Bcl-xL / FITC-Bim BH3 peptide fluorescence polarization | AID 2129, 2009 | Bcl-2-like protein 1 (Homo sapiens), Q07817 | 320,000 tested, 0.7% active;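 active = inhibition above the mean of all tested compounds plus 3 SD, cutoff set per campaign, cut at about 30% in these data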;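 note: 0% = DMSO wells and 100% = unlabeled Bim-BH3 peptide competitor; inhibitors lower millipolarization by displacing the labeled peptide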
Target sequence (Q07817 whole entry, looked up): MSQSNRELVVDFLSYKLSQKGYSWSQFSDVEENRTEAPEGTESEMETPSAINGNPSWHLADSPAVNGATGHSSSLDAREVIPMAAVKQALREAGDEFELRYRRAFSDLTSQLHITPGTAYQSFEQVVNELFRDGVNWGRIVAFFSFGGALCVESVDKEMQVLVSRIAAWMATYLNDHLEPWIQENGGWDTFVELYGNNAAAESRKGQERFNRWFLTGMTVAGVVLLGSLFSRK
PAFAH1B2 FP inh = PAFAH1B2 enzyme inhibitors, primary screen, biochemical, fluorescence polarization, human | AID 492953, 2010 | recombinant PAFAH1B2, FP-rhodamine activity probe | inhibition, % at 3.39 µM | 340,000 tested, 1.2% active;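 active = inhibition above the mean of all tested compounds plus 3 SD, cut at about 24% in these data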;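 note: 0% = enzyme with DMSO and 100% = wells lacking PAFAH1B2; many of its hits are not listed in these tables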
MCL1 BIM primary = inhibitors of MCL1 binding to BIM-BH3, primary screen, biochemical, fluorescence polarization; Induced myeloid leukemia cell differentiation protein Mcl-1 (Homo sapiens), Q07820; GST-MCL1 / FITC-Bim-BH3 fluorescence polarization; inhibition, % at 10.9 µM; 320,000 tested, 0.68% active;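 active = inhibition above the mean inhibition of all tested compounds plus 3 SD, set per campaign, cut at about 40% in these data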;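 note: 0% = DMSO wells and 100% = unlabeled Bim-BH3 peptide control; higher means more loss of mP so more displacement of Bim peptide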
Target sequence (Q07820 whole entry, looked up): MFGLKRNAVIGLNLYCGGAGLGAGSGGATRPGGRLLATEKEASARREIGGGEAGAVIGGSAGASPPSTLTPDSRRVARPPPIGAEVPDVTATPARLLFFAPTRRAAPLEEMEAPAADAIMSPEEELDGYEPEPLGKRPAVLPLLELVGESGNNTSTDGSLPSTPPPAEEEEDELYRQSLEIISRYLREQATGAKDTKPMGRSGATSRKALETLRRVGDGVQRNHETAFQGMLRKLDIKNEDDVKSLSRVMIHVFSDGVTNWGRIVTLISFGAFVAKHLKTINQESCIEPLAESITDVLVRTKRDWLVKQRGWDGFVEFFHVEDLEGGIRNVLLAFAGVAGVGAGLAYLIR
GLD-1 RNA inh = GLD-1/TGE RNA complex disruptors, primary screen, biochemical, fluorescence polarization | Female germline-specific tumor suppressor gld-1 (Caenorhabditis elegans), Q17339 | purified GLD-1 + fluorescein TGE RNA | AID 2280, 2010 | inhibition, % at 5.96 µM | 320,000 tested, 0.44% active;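 active = percent inhibition above a per-plate cutoff, the plate mean of test compounds plus 3 SD, cut at about 30% in these data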;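 note: 0% = DMSO wells with GLD-1 and probe and 100% = wells lacking GLD-1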
AHR activator = AHR activators, primary screen, cell-based, luminescence, luciferase reporter, human | AHR-responsive luciferase reporter cells | activation, % at 5 µM | 320,000 tested, 2.5% active; in the data active = activation above about 47%;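 note: 0% = vehicle wells and 100% = reference agonist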
pPAFAH inh = pPAFAH enzyme inhibitors, primary screen, biochemical, fluorescence polarization, human. Platelet-activating factor acetylhydrolase (Homo sapiens), Q13093. recombinant pPAFAH, FP-rhodamine probe fluorescence polarization. inhibition, % at 3.39 µM. 330,000 tested, 1.5% active. AID 463082, 2010;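 active = inhibition above the mean inhibition across the screen plus 3 SD, cut at about 25% in these data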;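 note: inhibitors block binding of the rhodamine activity-based probe so polarization drops; 0% = enzyme with DMSO and 100% = wells lacking pPAFAH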
Target sequence (Q13093 whole entry, looked up): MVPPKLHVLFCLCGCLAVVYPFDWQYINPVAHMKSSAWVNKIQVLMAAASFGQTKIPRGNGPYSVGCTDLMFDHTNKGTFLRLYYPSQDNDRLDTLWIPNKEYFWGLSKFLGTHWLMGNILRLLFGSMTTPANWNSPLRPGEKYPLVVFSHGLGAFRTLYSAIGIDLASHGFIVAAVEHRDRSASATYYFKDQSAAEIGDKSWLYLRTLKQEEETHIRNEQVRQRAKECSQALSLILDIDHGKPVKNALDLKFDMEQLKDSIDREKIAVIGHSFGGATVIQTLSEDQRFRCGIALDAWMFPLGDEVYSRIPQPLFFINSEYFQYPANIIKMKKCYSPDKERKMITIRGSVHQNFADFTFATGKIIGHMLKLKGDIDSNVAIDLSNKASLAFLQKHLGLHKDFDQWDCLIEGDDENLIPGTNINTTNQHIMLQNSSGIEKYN
Fam108B counter = mouse Fam108B serine hydrolase inhibitors, primary screen, counter-screen for RBBP9 inhibitor project, biochemical, fluorescence polarization. AID 1947, 2009. 300,000 tested, 0.33% active. recombinant Fam108B, FP-Rh probe fluorescence polarization. inhibition, % at 9.51 µM;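 active = inhibition above the screen mean inhibition plus 3 SD, computed separately per campaign, cut at about 18% in these data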;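 note: inhibitors lower polarization as less probe binds the enzyme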
PME-1 inh = PME-1 inhibitors via competitive probe labeling, primary screen, biochemical, fluorescence polarization, FP-Rh probe, HTS; AID 2130, 2009; recombinant PME-1; Protein phosphatase methylesterase 1 (Homo sapiens), Q9Y570; inhibition, % at 5.9 µM; 320,000 tested, 0.53% active;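 active = inhibition above the campaign mean of all compounds plus 3 SD, cut at about 26% in these data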;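 note: competitive labeling of PME-1 active site by serine hydrolase directed probe; 0% = PME-1 with DMSO and 100% = wells lacking PME-1 enzyme; inhibitors block probe labeling so polarization falls and inhibition rises; many of its hits are not listed in these tables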
Numbers without * were called inactive; nt = not tested or not shown; & = joins results of further samples.

Molecule	PME-1 inh	BCLXL inh	AHR activator	GLD-1 RNA inh	Fam108B counter	pPAFAH inh	PAFAH1B2 FP inh	MCL1 BIM primary	MEX-5 binding
CC(Oc1ccc(Cl)cc1)/C(N)=N/O (stereo not given)	-5.3	3.6	-2.9	1.2	0.1	2.2	4.6	0.7	1.5
CC(=O)N(CCc1ccccc1C)Cc1cc2cc3c(cc2[nH]c1=O)OCO3	2.8	-0.2	60.5*	-7.6	3.6	6.9	8.2	-2.8	1.0
O=C(CO/N=C/c1cccc([N+](=O)[O-])c1)NC1CCCCCC1	3.9	-0.4	1.3	-2.8	3.1	0.5	4.8	0.9	-0.9
CCS(=O)(=O)n1nc(-c2ccco2)nc1N	3.4	3.6	-2.7	0.5	-0.7	-1.4	5.6	5.3	2.3
CC(=O)NS(=O)(=O)c1ccc(NC(=O)CSc2ccccc2)cc1	-0.4	2.8	0.8	-1.2	-6.8	5.2	22.6	2.9	-4.7
CCCCNc1nc2ccccc2nc1NS(=O)(=O)c1ccc(F)cc1	6.2	7.3	0.9	-4.3	-3.2	6.9	10.5	-4.8	-2.3
COc1ccc(CNc2nc3ccccc3n2Cc2ccc(Cl)cc2)cc1OC	6.0	1.8	-0.7	5.9	-0.7	2.6	1.9	8.8	1.2
CCOc1ccc(CNC(=O)C(=O)c2cn(CC(=O)N3CCOCC3)c3ccccc23)cc1OC	7.0	0.3	3.0	-4.5	8.1	1.1	4.3	-6.2	4.3
CCCS(=O)(=O)c1c(S(=O)(=O)CCC)c2c(C(N)=O)cccn2c1C(=O)c1ccc(F)cc1	1.5	2.8	-0.1	1.4	-1.9	0.0	3.2	4.5	1.9
COc1ccc(OC)c(N(CC(=O)Nc2ccccc2)S(C)(=O)=O)c1	-0.5	-2.2	2.8	-6.5	2.3	0.0	2.8	-1.3	0.6
COc1cccc(CN2CC(C(=O)N3CCCCCCC3)CCC2=O)c1 (stereo not given)	-0.7	2.4	-1.1	2.4	-0.8	4.7	3.9	0.7	-0.1
O=C(NCc1ccccc1Cl)C1CCN(S(=O)(=O)N2CCC3(CC2)OCCO3)CC1	2.5	3.1	0.5	1.1	2.2	2.6	-3.2	-1.4	2.4
CCCCC1=CC2=C(c3ccco3)C(=O)C(C)(OC(=O)c3ccc(OC)cc3)C(=O)C2=CN1CCc1ccccn1 (stereo not given)	3.2	13.2	-0.5	15.6	10.4	12.4	-3.3	23.2	-10.7
CCOC(=O)SC1=N/C(=C\c2ccc(N(C)C)cc2)C(=O)S1	-15.7	-16.2	4.8	-31.3	-4.8	4.0	-3.2	-30.9	nt
COc1ccc2[nH]c(=O)c(CNc3ccccc3OC)cc2c1	-3.0	15.2	24.4	6.2	1.4	6.8	3.4	5.4	1.2
O=c1oc(-c2ccccc2F)nc2scc(-c3ccccc3)c12	-11.9	6.8	3.0	3.2	55.4*	-1.1	nt	5.0	-2.0
NC(=O)c1nsc(C(=O)N(CC(=O)NC2CCCCC2)Cc2ccc(F)cc2)c1N	3.0	4.3	0.5	4.8	3.4	2.6	2.4	5.9	-3.5
FC(F)(F)c1cc(-c2ccccc2)nc(-n2cc(Cl)cn2)n1	1.5	3.0	-5.1	-4.7	-1.6	9.8	4.3	-2.2	-1.0
COc1ccc(NC(=O)CCNC(=O)c2ccco2)c(OC)c1	4.2	6.4	-0.1	-0.3	-0.1	4.2	4.4	-0.9	0.2
O=C(Nc1cccc(C(F)(F)F)c1)c1csc(-c2ccncc2)n1	-9.4	-0.9	15.0	-7.4	-9.4	-4.8	-4.3	2.5	0.6
COCCn1c(N)c(Sc2ccc(Cl)cc2)c(=O)[nH]c1=O	-1.5	-3.1	1.1	3.3	1.7	-1.6	6.3	-3.5	-1.1
Fc1c(F)c(F)c(SCn2cc(Br)cn2)c(F)c1F	0.3	-0.8	-4.0	5.6	nt	2.4	1.8	5.9	nt
CCc1cc2ccc(C)cc2nc1SCC(=O)Nc1cc(C)on1	-4.5	-1.0	2.6	4.1	-5.4	3.1	3.7	0.8	0.7
Cc1sc(-c2cccnc2)nc1OC(=O)C1CC1	0.7	0.1	1.1	2.8	1.2	-1.9	-3.1	4.0	-0.2
CN(C)/C=C1\N=C(c2ccccc2)OC1=O	2.8	5.7	-5.8	-1.4	-2.3	2.9	0.2	4.8	-0.7
COc1ccc(-n2c(C)cc(/C=C/c3nc(O)c([N+](=O)[O-])c(=O)[nH]3)c2C)cc1	3.9	7.7	-2.0	-1.8	4.5	13.7	nt	12.2	-3.3
CCSc1nnc2c(n1)OC(C)(C)Nc1ccccc1-2	-0.9	-1.9	12.6	3.7	-4.9	-3.2	12.7	-0.7	-0.5
CC(=O)N(c1c(C)n(C)n(-c2ccccc2)c1=O)C1(C(=O)NC2CCCC2)CCCCC1	-3.9	-3.4	-0.1	7.0	2.6	3.1	8.5	-1.8	-0.3
COCCc1nc2ccc(C(=O)N3CCCC(CCCO)C3)cc2o1 (stereo not given)	3.1	1.5	2.4	4.5	2.6	9.4	8.2	3.7	2.4
CCOc1ccc(N(CC(=O)Nc2cccc(Br)c2)S(C)(=O)=O)cc1	-7.1	0.9	12.0	6.3	-3.7	0.4	0.9	9.1	0.1
COc1ccc(OCCCN2CCc3ccccc3C2)cc1	-4.4	0.7	1.1	7.2	2.5	2.1	1.9	-0.8	-0.8
O=C(O)CN1C(=O)NC2(CCOc3ccccc32)C1=O (stereo not given)	3.7	5.1	1.1	4.1	2.9	-3.3	3.5	2.2	0.0
O=C(c1cnn2c(C(F)(F)F)cc(-c3cccs3)nc12)N1CCN(C(c2ccccc2)c2ccccc2)CC1	-3.7	85.1*	0.7	2.4	-7.7	1.6	-2.3	-1.4	0.7
O=C(CCc1nc2ccccc2s1)NCc1ccccc1F	-1.0	-0.2	12.2	-69.5	-3.4	2.5	3.3	-1.9	0.9
Cc1nn2c(-c3cccc(NC(=O)CSc4nc5ccccc5o4)c3)nnc2c2ccccc12	-73.4	-28.1	26.1	4.1	-38.7	-19.4	-26.1	-23.2	0.9
Cc1ccccc1S(=O)(=O)Cc1ccc(C(=O)NCCN2CCCCC2C)o1 (stereo not given)	-6.4	8.3	-0.3	-7.9	-2.9	-8.3	0.2	15.3	0.1
C#CCNC(=O)C1=C[C@@H](c2ccc(C#C)cc2)[C@H](CCCO)[C@@H](OCC)O1	-0.5	-0.4	7.3	-1.8	-3.3	2.1	-3.7	-4.5	2.6
CCCCCc1ccc(-c2cn(Cc3cccc(OC)c3)nn2)cc1	-4.6	-2.6	-2.2	2.6	4.4	6.4	-7.3	-7.1	0.6
O=[N+]([O-])c1ccc(O)c(Nc2ncnc3ccc(Br)cc23)c1	32.4*	3.5	75.4*	0.5	20.3*	2.9	17.3	5.5	-0.1
CC1=Nc2ccccc2/C1=C/c1c(N)n2c(S(=O)(=O)C(C)C)nsc2nc1=O	9.5	6.9	6.6	3.5	3.9	13.6	4.7	12.4	0.9
Cc1ccc2c(CN3CCN(C(=O)c4ccco4)CC3)cc(=O)oc2c1C	-2.2	6.9	-0.2	5.2	1.3	1.8	6.2	-0.3	-3.9
O=c1nc(-c2ccccc2)n(-c2ccccc2)c2ncccc12	-2.4	-1.2	14.7	4.7	-4.9	1.2	4.5	-0.9	-1.5
COc1cc(NC(=S)NC(=O)CCc2ccccc2)cc(OC)c1	-2.8	6.8	5.3	4.7	-7.0	-1.2	-2.0	10.5	0.8
CN1C(=O)Cc2cc(S(=O)(=O)N3CCOCC3)ccc21	8.9	-3.8	0.6	4.7	-2.5	-3.0	1.0	1.6	-2.9
CCC1CSC(Nc2ccc(C(=O)/C=C/c3ccc(Oc4ccccc4)cc3)cc2)=N1 (stereo not given)	-48.3	8.8	2.0	-1.6	-32.7	-2.9	-8.0	7.2	-2.5
Cc1cc(C(=O)N2CCCC(Nc3ccc(F)cc3)C2)n(C)n1 (stereo not given)	3.6	-2.6	-0.9	-4.2	-0.6	0.0	2.5	3.6	-1.6
CCOC(=O)C1CCN(C(=O)CCc2nc3ccccc3[nH]2)CC1	-3.3	5.4	-0.7	-2.0	14.3	-1.5	-1.8	-3.9	-0.4
CCCc1nc2c(sc3nc4c(cc32)COC(C)(C)C4)c(=O)n1Cc1ccco1	-2.1	5.1	14.6	5.1	-0.4	7.8	8.4	2.2	-1.4
Cc1cnc(NC(=O)NCC2CCCC(CNC(=O)Nc3ncc(C)s3)C2)s1 (stereo not given)	2.6	7.0	21.7	2.4	1.0	2.0	23.9	5.1	1.7
CC(C)c1ccc(C2NC(=O)c3ccccc3O2)cc1 (stereo not given)	0.7	3.0	-1.0	9.8	-0.2	7.9	18.6	-0.7	0.5
Cc1ccc(C)c(N2CCN(S(=O)(=O)c3ccc(-c4ccc(=O)[nH]n4)o3)CC2)c1	0.5	-0.7	6.4	5.5	-1.0	-2.3	4.2	0.9	-1.3
C[C@H](CO)N1C[C@H](C)[C@@H](CN(C)C(=O)NC2CCCCC2)Oc2c(NS(=O)(=O)c3cccs3)cccc2C1=O	nt	nt	0.2	10.8	nt	1.4	1.5	nt	nt
O=C1NC(=O)/C(=C\c2ccsc2)N1	-3.9	1.1	1.5	-4.3	3.6	-5.5	-0.1	2.5	-0.6
CC1CCN(CCC(=O)Nc2ccccc2)CC1	2.9	1.8	1.3	0.4	3.7	2.2	7.5	5.4	2.2
CC(=O)c1ccc(OCc2cc(C(=O)N3CCC(c4ccncc4)CC3)no2)cc1	-2.1	23.1	3.2	2.0	-1.9	4.3	2.7	4.8	1.8
COc1ccc2c(C=Nc3c(C)n(C)n(-c4ccccc4)c3=O)c(O)n(Cc3ccco3)c(=O)c2c1	9.7	-10.1	9.1	19.3	7.0	22.1	11.2&-2.9	-7.9	-13.4
O=S(=O)(c1ccccc1)N1CCC(O)(CSc2ccc(F)cc2)CC1	-2.2	3.7	-3.9	3.6	2.3	6.3	9.2	3.1	1.2
CC(C)CC(=O)NC(=S)Nc1cc(C(=O)O)ccc1Cl	8.6	6.4	4.7	-7.5	1.8	-4.6	-5.8	14.6	0.8
O=C(CNC(=O)c1ccc(OC(F)F)cc1)NCC1CCCO1 (stereo not given)	-1.5	8.1	0.5	0.6	2.4	1.5	4.3	10.3	-1.7
Cc1ccc(N(CC(O)CN2C(=O)NC(C)(C)C2=O)S(=O)(=O)c2ccc([N+](=O)[O-])cc2)cc1 (stereo not given)	-2.2	3.8	1.7	8.3	-1.0	2.6	3.7	2.5	-6.1
O=C(/C=C/c1ccc([N+](=O)[O-])cc1)Nc1cccnc1	-9.5	2.7	4.6	3.3	-3.2	6.9	0.2	4.0	-1.1

Not all compounds are listed (hit frequency here may not be typical).
